# Growth percent in the NCI-60 one-dose screen (48 h, 10 µM unless noted): 100 = growth as untreated, 0 = no growth, -100 = all killed.
# UO-31: UO-31 renal cancer. 5.2% of 81,000 active. AID 1794768
# U251: U251 CNS tumor cells; 5.4% of 80,000 active
# 786-0: 786-0 renal cancer cells; 5.1% of 81,000 active; AID 1794775
# PC-3: PC-3 prostate cancer cells. 3.9% of 80,000 active. AID 1794754
# SF-539: SF-539 CNS cancer; 6.8% of 81,000 active
# TK-10: TK-10 renal cancer cells; 3.9% of 81,000 active; AID 1794769
# SN12C: SN12C renal cancer cells. 3.8% of 81,000 active
# DU-145: DU-145 prostate cancer | AID 1794760 | 4.2% of 81,000 active
# SF-295: SF-295 CNS cancer cells; 5.6% of 79,000 active; AID 1794758
# * marks the source's active call; other numbers are inactive results; x = no result given; & = joins results of further samples. Rule for the calls: active = growth percent below 10; inactive = the rest.
SMILES	SF-295	PC-3	DU-145	UO-31	TK-10	786-0	SF-539	U251	SN12C
CN(C)C1(Cc2ccccc2)c2ccccc2-c2ccccc21	107	95	117	88	103	100	117	97	98
COc1ccc(NC(=O)Nc2cccc(-c3ccc(N4CCOCC4)nn3)c2)cc1F	97	83	87	85	114	100	101	92	98
Clc1nc(NCCc2ccccc2)c2cn[nH]c2n1	97	94	61	74	94	95	79	75	82
CSCCC(NC(=O)COc1ccc(Cl)cc1Cl)C(=O)O (stereo not drawn)	108	100	124	66	101	100	101	107	108
COc1ccc(/C(=C\c2cc(OC)c(OC)c(OC)c2)C(=O)Nc2nc3ccc(N)cc3s2)cc1OC	x	90	100	88	133	103	103	97	93
Cn1ccc2c1[C@H](c1cc3ccccc3n1C)C[C@@H]1C(=O)N(c3ccccc3)C(=O)[C@H]21	97	x	104	75	99	99	104	95	95
CCOC(=O)CC1CSC(N/N=C/c2ccc(F)cc2)=N1 (stereo not drawn)	100	89	108	85	79	100	112	97	106
CCN(CCO)CCCC(C)Nc1ccnc2cc(Cl)ccc12 (stereo not drawn)	103&95	98&88	102&123	78&64	87&91	102&86	97&105	98&98	107&84
Cc1[nH]c(-c2nc3ccccc3[nH]2)c(C)c1C(=O)NNc1ccc(Cl)cc1	109	86	105	73	106	95	96	103	91
Brc1cccc(-c2cn3c(ccc4ccccc43)n2)c1	93	84	105	64	133	100	91	80	97
CCCCNC(=S)NS(=O)(=O)c1ccc(CCN2C(=O)/C(=C/c3ccc(F)cc3)N=C2C)cc1	88	86	103	83	130	97	97	88	92
CCC(C)(C)NC(N)=O	102	103	95	85	101	99	110	95	104
O=c1[nH]c2cc(Br)ccc2c(O)c1/C=N/Nc1nc(-c2ccccc2)cs1	90	79	95	49	120	x	92	69	84
CCN(CC)CC#CCO[C@H]1CC[C@H](OCC#CCN(CC)CC)[C@@H]2[C@H]1[C@H]1C[C@@H]3[C@@]4(C)CCCC(C)(C(=O)OC)[C@@H]4CC[C@@]23C=C1C(C)C (stereo partly drawn)	98	54	91	64	97	73	77	60	76
CCCSc1nc(NCCc2c[nH]c3ccccc23)c(C#N)c(-c2ccc(OC)cc2)n1	30	15	62	42	83	32	51	41	x
CN(C)c1ccc(/C=C(\C#N)c2cc3ccccc3n2C)cc1	7.6*	34	11	52	x	39	-13*	19	39
CCOC(=O)c1sc2nc(-c3cccc(OC)c3)nc(N3CCOCC3)c2c1C	99	x	101	80	98	93	99	87	88
C/C=C/C(=O)OCc1ccccc1	113	x	x	95	102	104	95	101	102
COC(=O)Nc1ccc(-c2nc(-c3cccc(OCCN4CCOCC4)c3)c(-c3ccnc(Br)c3)[nH]2)cc1	47	50	87	57	105	49	54	55	75
CC(=O)c1nnn(-c2nonc2-c2noc(C)n2)c1C	97	106	116	92	117	107	103	101	104
CC1=C(C(=O)Nc2ccccc2)C(c2c(O)cc(O)cc2O)n2c(nc3ccccc32)N1 (stereo not drawn)	99	105	110	92	107	105	104	101	96
Cc1cc(C)c(/C=C2\C(=O)Nc3ccc(NC(=O)CCCCC(=O)Nc4ccccc4N)cc32)[nH]1	96	82	101	59	122	106	80	82	96
CCOP(=O)(OCC)OCCOCCOP(=O)(OCC)OCC	98	88	107	84	98	106	96	99	99
CC1OC(O[C@H]2CC[C@]3(C)[C@H]4C(=O)C=C5[C@@H]6C[C@@](C)(C(=O)O)CC[C@]6(C)CC[C@@]5(C)[C@]4(C)CC[C@H]3C2(C)C)C[C@@H](O)[C@H]1O (stereo partly drawn)	102	97	111	79	105	104	107	102	100
Cc1ccc(C2=Nn3c(nn4c(SCC(=O)c5ccc(Cl)cc5)nnc34)SC2)cc1	101	96	78	81	102	95	101	107	92
Cc1nc2c3c(-c4ccccc4)c(-c4ccccc4)oc3ncn2n1	93	91	104	84	108	99	90	x	96
NC1(c2ccc(F)cc2)C2CC3CC(C2)CC1C3 (stereo not drawn)	98	98	122	83	108	101	100	96	112
Cn1cc(-c2csc(-c3cn(C)c4ccc(F)cc34)n2)c2cnccc21	-81*	10	-6.4*	-70*	-20*	-92*	-92*	-90*	-30*
Cc1cc(N=Cc2ccc(Cl)cc2)c(N=Cc2ccc(Cl)cc2)cc1C	76	75	90	96	108	106	83	76	103
CCCCCCCCCCCC(=O)N1CCN(C(=O)CCCCCCCCCCC)CC1	96	83	108	75	123	106	98	92	94
NC(=O)c1c(NC(=O)c2cccc(C(F)(F)F)c2F)sc2c1CCC(=O)C2	40	18	89	-7.6*	30	30	0.1*	16	27
Cc1cccc(-c2ccccc2Oc2ccc3nnc(Cl)n3n2)c1	95	103	111	91	103	99	99	95	101
Cc1ccc(NC(=S)N2CCOCC2)cc1C	96	104	109	66	103	97	103	x	99
NS(=O)(=O)c1ccc(Nc2nc(Nc3ccccc3)nc(N3N=C(c4ccc(Cl)cc4)CC3c3ccc(Cl)cc3)n2)cc1 (stereo not drawn)	57	43	50	49	89	66	58	61	40
O=C1Nc2ccc(Cl)cc2/C1=N/N=C/c1ccc2c(c1)OCCO2	109	103	107	85	125	105	99	105	94
O=C1CN(/C=C(\c2ccccc2)S(=O)Cc2ccccc2)C(=S)N1 (stereo not drawn)	103	102	113	94	98	98	112	99	109
Cc1nc(N)c(N=O)c(=O)[nH]1	110	95	116	92	x	100	95	99	103
C#CCOc1ccc(/C=N\Nc2nc(-c3ccc(Br)cc3)cs2)cc1OC	98	63	101	67	131	101	100	94	88
CCOC(=O)C1=NN(c2ccccc2)C(=O)/C1=C\N1CC(=O)NC1=S	99	92	110	90	103	92	101	89	100
CCCCNC1CC[C@@]2(C)[C@@H](CC[C@@]3(C)[C@H]2C(=O)C[C@H]2/C(=C(\CCC=C(C)C)C(=O)O)[C@@H](OC(C)=O)C[C@@]23C)[C@@H]1C (stereo partly drawn)	103	90	108	80	105	102	97	97	104
Cc1ccc(Nc2nnc(-c3c[nH]c4ccccc34)o2)c(C)c1	9.9*	29	17	26	46	1.7*	-32*	5.0*	18
O=C(CCCCCCCN1CC(=O)N2[C@@H](c3ccc(Br)cc3)c3[nH]c4ccccc4c3C[C@H]2C1=O)NO	98	71	97	56	164	102	87	86	84
CC(=O)c1ccc(C)cc1C	108	102	107	104	104	91	96	94	101
Cc1nc2c(=O)[nH]n(C)c2nc1C	98	95	117	93	109	100	98	104	98
O=C1/C(=C/c2ccc(Br)cc2)Oc2ccc(O)c(-c3ccccc3)c21	103	88	82	81	102	90	99	103	96
CN(C)c1nc(-c2ccco2)n2nc(-c3cccs3)cc2n1	101	79	101	53	126	110	96	98	93
COc1cc(/C=C/C(=O)NCC(=O)NN=C(C)C)cc(OC)c1OC	89	100	115	96	108	107	114	109	110
CN1CNC(=O)NC1	104&97	87&94	106&118	88&98	115&112	112&108	98&111	88&118	102&105
COc1ccc(C2C=C(c3ccc(NCc4nccc(OCC(F)(F)F)c4C)cc3)NC(N)=N2)cc1 (stereo not drawn)	82	85	83	63	94	91	102	83	95
Cn1ccnc1C(=O)/C=C/c1ccc(CNC(=O)c2c(F)c(F)c(F)c(F)c2F)cc1	90	35	18	80	79	28	2.8*	46	45
CCCCC/C(=C\c1ccccc1)C1OC(C)C(C)O1 (stereo not drawn)	104	70	103	101	91	91	100	86	97
Clc1cccc(-c2cc(Cn3cc(-c4ccncc4)cn3)on2)c1	107	96	111	99	100	93	95	103	103
COc1cc(NC(=O)CCSc2nc3ccc(Cl)cc3c(=O)n2-c2ccccc2C(F)(F)F)cc(OC)c1OC	97	114	109	98	x	103	103	103	92
COc1ccc(/C=N\Nc2ccc(S(=O)(=O)c3ccc(N/N=C/c4ccc(OC)cc4)cc3)cc2)cc1	119	x	96	75	100	109	91	93	96
CC(C)CC(O)C(C)C (stereo not drawn)	96	96	109	92	93	97	104	103	101
O=C(Cc1ccc(F)c(Cl)c1)Nc1cc(C2(C(F)(F)F)CC2)nn1CC1CCCCC1	1.2*	0.3*	21	-3.3*	3.1*	9.2*	8.6*	1.7*	6.2*
Cc1nc2ccccc2c(=O)n1-c1nc2ccccc2o1	78	83	104	74	121	97	92	76	92
O=C1Nc2ccc(Br)cc2/C1=N/c1nc(-c2ccc(Br)cc2)cs1	96	80	100	75	120	93	102	95	97
CC(=O)c1c(C)[nH]c(C(=O)O)c1C	104	85	121	89	94	106	110	79	104
N#C/C(=C/c1c(O)ccc2ccccc12)C(N)=O	91	94	104	54	114	84	102	103	108

# Carrying on.
SMILES	SF-295	PC-3	DU-145	UO-31	TK-10	786-0	SF-539	U251	SN12C
N#CC1=C(/C=C\c2ccccc2)C2C(=O)N(c3ccccc3)C(=S)N2C1=O (stereo not drawn)	100	100	113	86	114	101	96	100	101
CC(C)(C)CC(C)(C)N1CNC(=S)NC1	102	92	113	87	112	102	74	98	106
c1ccc(-c2nc(-c3nc4ccccc4[nH]3)c3ccccn23)cc1	92	73	91	68	100	102	89	101	93
Cc1ccc(C(=O)N2CCN(c3ccc(NC(=O)c4cccs4)cc3)CC2)cc1	109	85	98	103	94	86	97	96	88
Cn1cccc1/C=C1/SC(=S)N(CCc2ccc(O)cc2)C1=O	38	69	82	54	110	64	44	42	60
COc1ccc(-c2n[nH]c(=O)c3c2sc2ncc(-c4ccc(OC)cc4)n23)cc1	110	90	104	90	114	107	107	97	106
COc1ccc(-c2nc3sccn3c2-c2ccnc(NCCNS(=O)(=O)c3ccc(C)cc3)n2)cc1	x	66	83	71	96	89	97	85	74
Cc1ccc(C(=O)CSc2nc3c([nH]2)c(=O)n(C)c(=O)n3C)cc1	99	92	110	84	105	94	89	108	105
CC(=O)c1nn(-c2ccc([N+](=O)[O-])cc2)cc1C(=O)c1cc2c(ccc3ccccc32)oc1=O	100	84	102	58	169	98	96	99	89
Cn1cc(/C=C2/C(=O)Nc3ccccc32)c2ccccc21	108	90	99	58	119	98	80	78	86
Nc1ccc(N)c2c(O)c3ccccc3c(O)c12	110	96	113	94	146	112	113	117	100
O=C(CSc1nnc(-c2ccc(-c3nc4ccc(Cl)cc4[nH]3)cc2)o1)Nc1ccc(Br)cc1	8.4*	-29*	39	37	76	-44*	-96*	-90*	-22*
COc1cc(OC)c2ccc(C=O)c(O)c2c1	90	96	115	88	112	x	103	97	105
CC(=O)/C=C/c1cccc2c1C(=O)NC(C)(c1cc3cc(Cl)ccc3oc1=O)N2 (stereo not drawn)	75	65	92	54	110	87	84	93	89
CCCCN(CCCC)CCNc1ccc(Cl)c2oc3cc(C)ccc3c(=O)c12	106	84	101	80	115	95	97	107	89
CCOP(=O)(O)Cc1c(Cl)c(Cl)c(CP(=O)(O)OCC)c(Cl)c1Cl	115	96	120	92	119	106	113	105	105
COc1ccc(/C=C/c2nc(Oc3ccc(C(=O)/C=C/N(C)C)cc3)c3ccccc3n2)cc1	61	71	91	48	92	94	81	80	80
CCCc1cc(=O)[nH]c2nnc(C)n12	98	98	118	83	104	92	98	100	103
CC1=C(C(=O)OC(C)C)C(c2cccc(O)c2)NC(=O)N1 (stereo not drawn)	95	97	103	91	88	93	95	103	97
Cc1[nH]c(C(=O)Nc2ccccc2OC2CCN(CCN3CCOCC3)CC2)c(Cl)c1Cl	98	78	105	52	70	58	90	93	98
CC(C)(C)c1ccc(C(O)CCCN2CCC(C(O)(c3ccccc3)c3ccccc3)CC2)cc1 (stereo not drawn)	-70*	-4.2*	-76*	-81*	-82*	-97*	-76*	-85*	4.5*
Cc1ccc(C(=O)/C=C\C=C\c2ccccc2)cc1	106	105	118	101	103	97	115	98	96
N=C1N=C(SCc2nc3ccccc3[nH]2)NC(=O)/C1=C/c1ccc(Br)cc1	97	127	122	83	146	112	108	104	100
COc1cc(C2=NNC3c4ccccc4N=C(C)N23)cc(OC)c1OC (stereo not drawn)	105	89	109	76	x	101	91	95	97
CC(C)(C)C(=O)OC(CC(F)F)c1ccc2ccccc2c1 (stereo not drawn)	102	101	112	80	102	92	93	105	111
O=C(COc1ccc(NC(=O)Nc2ccccc2)cc1)N=Nc1c(O)[nH]c2ccccc12	103	107	107	90	120	99	98	105	102
COc1cc2c3c(c1OCC1CC1)-c1cc4c(cc1CC3OCC2)OCO4 (stereo not drawn)	94	92	102	80	114	103	89	99	88
